Screening results (PubChem)
GAA inh: qHTS Assay for Inhibitors of Human alpha-Glucosidase as a Potential Chaperone Treatment of Pompe Disease; purified human GAA, 4-MU-alpha-glucoside fluorescence; hit rate 0.005% among 200,000; Lysosomal alpha-glucosidase (Homo sapiens), P10253; Potency, µM (titrated, usually from 76.9 µM), inactives show at the highest dose activity change, negative = inhibition, usual class: inhibitors;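 further: plate controls were uninhibited enzyme wells for no effect and no-enzyme background for full effect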
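Fluorogenic assay: 4 nM human alpha-glucosidase with 400 uM 4-methylumbelliferyl-alpha-D-pyranoside in 50 mM citrate/phosphate, 0.005% Tween-20, pH 5.0, 20 min at room temperature. Compounds tested up to 77 uM; AC50 from Hill fits.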
Tau fibril FP: qHTS for Inhibitors of Tau Fibril Formation, Fluorescence Polarization; Microtubule-associated protein tau (Homo sapiens), P10636; K18 P301L tau heparin fibrillization, Alexa594 FP, 6 h; Potency, µM (series often up to 57.7 µM), inactives show top-dose activity, negative = inhibition, actives largely listed as inhibitors; hit rate 0.39% among 280,000; AID 1468, 2008; further: on the % scale 0 is the no-effect control and ±100 the full control effect; nearly all actives have a fitted effect of over 55% in size
Target sequence (P10636 561-689 P618L limits assumed): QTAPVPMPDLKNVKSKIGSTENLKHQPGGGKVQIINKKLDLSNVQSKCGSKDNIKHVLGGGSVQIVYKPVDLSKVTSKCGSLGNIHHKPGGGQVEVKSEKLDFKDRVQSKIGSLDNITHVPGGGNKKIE
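Steps: dispense K18 P301L tau (15 uM plus 0.24 uM Alexa 594 tracer, final) in pH 7 sodium acetate; add compound; add heparin (20 uM final); incubate 6 hr, 37 C; add ThT (30 uM final); after 1 hr ambient, read FP.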
aGlu spleen mod: qHTS Assay for Inhibitors and Activators of Human alpha-Glucosidase From Spleen Homogenate | Lysosomal alpha-glucosidase (Homo sapiens), P10253 | Potency, µM (titrated, usually from 79.9 µM), for the others: at the top dose activity change, negative = inhibition, usual class: inhibitors | human spleen homogenate, 4-MU-alpha-glucoside fluorescence | hit rate 0.006% among 240,000;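 further: 0% = enzyme with vehicle and -100% = no enzyme basal signal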
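Human spleen homogenate (1 ug) with 4-methylumbelliferyl-alpha-D-glucopyranoside (1 mM final) in 50 mM citrate/phosphate pH 5.0, 0.01% Tween-20; 40 min at 37 C. Stopped at pH 10; 4-MU fluorescence Ex 365/Em 440 nm; AC50 by Hill fit.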
HTT ATP protect: qHTS Multiplex Assay to Identify Dual Action Probes in a Cell Model of Huntington: Cytoprotection (ATP) | AID 1471, 2008 | Potency, µM (top dose mostly 56.4 µM), inactives show cytoprotection (ATP increase), usual class: activators | hit rate 0.14% among 230,000 | PC12 HTT-Q103 induced, cytoprotection, ATP luminescence, 40 h;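 further: % of control where 0% means no effect; nearly all actives have a fitted effect of over 45% in size; toxic huntingtin expression switched on by the ecdysone agonist tebufenozide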
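Stable PC12 Q103-GFP cells in serum-supplemented, phenol red-free DMEM; induction by tebufenozide at 100 nM final; compound dose series; cell viability quantified luminescently from ATP.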
Tau ThT inhib: qHTS for Inhibitors of Tau Fibril Formation, Thioflavin T Binding; Microtubule-associated protein tau (Homo sapiens), P10636; AID 1460, 2008; recombinant tau K18 P301L, heparin-induced fibrillization, ThT fluorescence; Potency, µM (series often up to 57.4 µM), for the others: at the highest dose activity, negative = inhibition, usual class: inhibitors; hit rate 2.1% among 270,000; further: on the % scale 0 is the no-effect control and ±100 the full control effect; nearly all actives have a fitted effect of over 55% in size
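Heparin-induced fibrillization of the P301L-mutant K18 repeat-domain fragment of human tau was followed by ThT binding in quantitative high-throughput format.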
GAA glycogen: qHTS Assay for Inhibitors and Activators of Human alpha-Glucosidase Cleavage of Glycogen; Lysosomal alpha-glucosidase (Homo sapiens), P10253; recombinant GAA, glycogen substrate, Amplex Red glucose oxidase fluorescence; Potency, µM (highest dose often 76.4 µM), for the others: top-dose activity change, negative = inhibition, actives largely listed as inhibitors; hit rate 0.38% among 300,000; AID 2100, 2009;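 further: 0% = full enzyme reaction and -100% = no-enzyme basal signal; the screen sought inhibitors and activators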
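qHTS, 1536-well; enzyme 4 nM final; cpd up to 77 uM; substrate bovine liver glycogen 30 ug; 50 mM citrate/phosphate pH 5.0, 0.01% Tween-20; 37 C, 40 min; Amplex Red detection 45 min RT; Hill fit → AC50.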
GLA spleen mod: qHTS Assay for Inhibitors and Activators of Human alpha-Galactosidase From Spleen Homogenate. human spleen homogenate, 4MU-alpha-Gal fluorescence, 40 min. Potency, µM (titrated, usually from 80 µM), inactives show at the top dose activity change, negative = inhibition, most hits filed as inhibitors. hit rate 0.008% among 240,000. AID 2107, 2009;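 further: 0% = enzyme with vehicle and -100% = no enzyme basal signal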
Target sequence (P06280 32-429 limits assumed): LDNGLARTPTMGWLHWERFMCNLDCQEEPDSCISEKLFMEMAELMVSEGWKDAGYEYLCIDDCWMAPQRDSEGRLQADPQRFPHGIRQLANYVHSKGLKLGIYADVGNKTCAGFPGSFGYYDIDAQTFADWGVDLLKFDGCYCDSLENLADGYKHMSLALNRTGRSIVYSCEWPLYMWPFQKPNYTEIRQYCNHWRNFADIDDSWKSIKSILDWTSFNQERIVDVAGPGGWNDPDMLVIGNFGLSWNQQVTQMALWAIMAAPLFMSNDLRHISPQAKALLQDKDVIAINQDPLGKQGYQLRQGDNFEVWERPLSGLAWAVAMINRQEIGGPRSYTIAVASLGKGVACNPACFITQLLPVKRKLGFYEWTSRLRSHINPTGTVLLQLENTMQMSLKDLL
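Fluorogenic readout (Ex 365/Em 440 nm) of 4-methylumbelliferone released from 1 mM 4-MU-alpha-galactoside by spleen homogenate, 40 min at 37C, pH 5.0. Data normalized to no-enzyme and enzyme controls; Hill-equation AC50 from compound titrations.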
Tau fluor counter: Counterscreen qHTS for Inhibitors of Tau Fibril Formation, Fluorescence Polarization | Potency, µM (series often up to 57.7 µM), for inactives: at the top dose activity change, negative = decrease | hit rate 0.93% among 280,000 | tau K18 P301L (four-repeat tau fragment) Alexa594 fluorescence, heparin fibrillization; further: on the % scale 0 is the no-effect control and ±100 the full control effect; nearly all actives have a fitted effect of over 55% in size
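Human K18 P301L tau (15 uM unlabeled plus 0.24 uM Alexa 594-labeled, final) in 100 mM sodium acetate pH 7 was mixed with compound and 20 uM heparin and incubated 6 hr at 37 C.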
An asterisk follows results filed as active; ? = inconclusive; . = no result given; & = joins results of further samples; [ ] = another dose, or the depositor's remark. The call rests on the fitted dose curve; in most records, active means well fitted curve in the direction sought with a large enough effect; inconclusive means small, poorly fitted or top-dose-only effect, or another doubt; inactive means no such curve, though single readings can be large; an effect the other way counts as inactive or inconclusive. Potency means the concentration at half of the fitted maximal effect. No enrichment for hits; 3.3% or so of the library scored in one or more.

SMILES	GAA inh	Tau fibril FP	aGlu spleen mod	HTT ATP protect	Tau ThT inhib	GAA glycogen	GLA spleen mod	Tau fluor counter
Cc1ccccc1C(=O)NC1CC(C)(C)NC(C)(C)C1	7%	1%	4%	4%	1%	6%	-12%	4%
Cc1cccc(N2C(=O)c3ccc(C(=O)Nc4c[nH]c(=O)[nH]c4=O)cc3C2=O)c1	.	-10%	10%	-6%[10 µM]	2%	6%	-9%	-4%
Cc1cc(Br)ccc1NC(=S)N1CCOCC1	.	0%	-16%	23%[10 µM]	-1%	6%	1%	3%
COC(=O)c1ccc(Nc2cc(C)nc(-c3ccccc3O)n2)cc1	-13%	?	-7%	-34%	1%	1%	-9%	?
Cc1cccc(C(=O)O/N=C2/CC3CCC2(C)C3(C)C)c1 (stereo unspecified)	1%	4%	-9%	15%[10 µM]	-14%	-3%	-4%	-10%
O=C(O/N=C(\c1ccccc1)c1ccccn1)c1cccc2ccccc12	-2%	1%	-7%	31%[10 µM]	?	4%	14%	-20%
NC(=O)c1ccc[n+](CC(=O)c2ccc(Br)cc2)c1	-13%	-3%	4%	-8%	?	-1%	-9%	-11%
CC(=O)N1CCC(N(Cc2ccc(C)o2)C(=O)Nc2ccc(C)cc2)CC1	.	0%	.	.	-6%	8%[76.3 µM]	.	-6%
Cc1cnc(C)c(N2CCC(C(=O)NCc3ccco3)CC2)n1	-1%	-1%	2%	-3%	-17%	2%	0%	-4%
O=C1c2ccccc2CC1(Cc1ccccc1)Cc1ccccc1	1%	-3%	-6%	-10%[10 µM]	-21%	-2%	4%	-15%
O=C(COc1ccc(/C=N/NS(=O)(=O)c2ccccc2)cc1)Nc1cccc(Cl)c1	-16%	8%	2%	-61%[inhibitor]	?	-5%	-1%	16µM*[quencher]
COc1ccc(NC(=O)c2oc3ccccc3c2NC(=O)c2cc(=O)c3cc(Cl)ccc3o2)cc1	.	10%	.	.	?	10%[76.3 µM]	.	-22%
CCN(CC)C(=O)C(=O)Nc1cccc(Br)c1	6%	6%	7%	-19%	-2%	-11%	6%	-2%
Cc1ccc2c(CNC3CCCCC3)c(C(=O)O)n(Cc3ccc(F)cc3)c2c1	.	3%	.	.	-3%	8%[76.3 µM]	.	-5%
CC(C)c1ccc(S(=O)(=O)c2cnc(SCC(=O)Nc3ccc(F)cc3F)nc2N)cc1	.	?	.	.	15%	3%[76.3 µM]	.	-16%
CCOC(=O)Cn1c(C)cc(=O)c2cccc(C)c21	-6%	-4%	-1%	3%	-4%	4%	-4%	-1%
C=C1c2cc(C)ccc2NC(=O)N1c1ccccc1	7%	-5%	-8%	.	-7%	-1%	17%	-8%
COC(=O)c1ccccc1NC(=O)CSc1n[nH]c(CC(C)C)n1	0%	5%&3%	-2%	-20%	-4%&0%	?	9%	1%&1%
Cc1ccc(NC(=O)c2ccc(OCC3CCCO3)cc2)cc1 (stereo unspecified)	-1%	7%	1%	-9%[10 µM]	-18%	6%	-3%	-8%
N#Cc1c(NC(=O)COC(=O)c2ccc(F)cc2)sc2c1CCC2	-2%	-1%	-2%	-5%	-2%	3%	-6%	-1%
CCc1ccc(C2c3c(-c4ccccc4O)n[nH]c3C(=O)N2Cc2ccncc2)cc1 (stereo unspecified)	.	-5%	.	.	-3%	17%[76.3 µM]	.	-26%
COc1cc(/C=N/Nc2ccc(C(F)(F)F)cn2)cc(OC)c1O	2%	4%	-11%	.	?	?	2%	-23%
O=C(CCCN1C(=O)c2cccc3cccc(c23)C1=O)N1CCN(c2ccccc2)CC1	-13%	5%	-3%	-12%[10 µM]	?	5%	-4%	-10%
CCOC(=O)CSc1nc2ccc(NC(=O)CSc3nnnn3Cc3ccccc3)cc2s1	-7%	-9%	-5%	1%[1.9 µM]	?	-2%	-2%	-30%
Cc1ccc(/C=C/C(=O)NC(=S)N2CCN(C)CC2)cc1	2%	-8%	-8%	0%[10 µM]	-13%	4%	-25%	-8%
CCc1ccc2oc(C(=O)NCCc3ccc(OC)c(OC)c3)cc(=O)c2c1	.	-3%	.	.	-16%	-8%[76.3 µM]	.	-14%
CCOc1ccccc1-n1c(SCC(=O)N2CCCc3ccccc32)nnc1-c1cccnc1	4%	9%	-8%	7%[10 µM]	1%	-5%	2%	6%
CC(=O)NS(=O)(=O)c1ccc(NS(=O)(=O)c2ccc(F)cc2)cc1	4%	7%	0%	-16%[0.074 µM]	3%	-1%	10%	2%
CNC(=O)COc1ccc(NC(=O)CCn2nc(-c3ccc(C)cc3)c3ccccc3c2=O)cc1	.	0%	.	.	-7%	-13%[76.3 µM]	.	-11%
Cc1cccc(NC(=S)NNC(=O)CCn2nc(C)c([N+](=O)[O-])c2C)c1	-4%	?	-26%	0%[10 µM]	0%	?	-4%	-8%
CCOC(=O)c1cccc(Nc2ncnc3ccccc23)c1	-5%	-3%	1%	-4%[10 µM]	?	5%	7%	-17%
CC1(C)Cc2c(sc3c2C(=O)N(c2ccccc2)C2=NCCN23)CS1	?	0%	6%	-19%	-5%	4%	29%	-7%
Cc1ccc(S(=O)(=O)NCCC(=O)Nc2nccs2)cc1	5%	-1%	-1%	-21%	-8%	-4%	-6%	-6%
NC(=S)N/N=C/c1ncc(C(F)(F)F)cc1Cl	.	-10%	-5%	-98%[inhibitor][10 µM]	-20%	-6%	2%	-13%
Cc1noc(NS(=O)(=O)c2ccc(N/C=C\C(=O)c3cccc4ccccc34)cc2)c1C	-10%	-5%	.	-27%	10µM*	7%	-5%	-16%
COC(=O)c1c(NC(=O)CN2CCN(c3ccccc3OC)CC2)c2cc(C)ccc2n1C	-1%[15.4 µM]	-1%	-2%	-19%[0.074 µM]	-3%	7%	-14%	-1%
O=c1[nH]c(-c2ccccn2)cc2ccccc12	6%	-8%	9%	.	2%	-3%	11%	7%
COc1ccc(NC(=O)CSc2nc(-c3cccc(C)c3)[nH]c2-c2ccccc2)cc1OC	.	14%	.	.	?	-12%[76.3 µM]	.	8.9µM*[quencher]
CN(C(=O)Cn1cc(S(=O)(=O)N2CCN(c3ccccc3F)CC2)c2ccccc2c1=O)c1ccc(Cl)cc1	.	3%	.	.	-10%	13%[76.3 µM]	.	-12%
Cc1ccc(CN2CCN(Cc3c(C)nn(-c4ccc(F)cc4)c3C)CC2CCO)o1 (stereo unspecified)	-24%	-3%	-3%	-1%[10 µM]	-7%	7%	-5%	-11%
CC(=O)N1CCc2cc(S(=O)(=O)Nc3cccc(C(F)(F)F)c3)ccc21	?	11%	7%	-74%[inhibitor]	-3%	7%	13%	-23%
CN(C)c1cccc(C(=O)OC(C(=O)Nc2ccc(Cl)cc2C(F)(F)F)c2ccccc2)c1 (stereo unspecified)	?	9%	3%	42%[10 µM]	-18%	-8%	-2%	?
Cc1ccc(/C(O)=C2\C(=O)C(=O)N(Cc3cccnc3)C2c2ccccc2[N+](=O)[O-])cc1 (stereo unspecified)	0%	-3%	-5%	8%[10 µM]	-14%	1%	-4%	4%
COc1ccccc1CNc1ccc(-c2nc(-c3ccccn3)no2)cc1[N+](=O)[O-]	.	-4%	.	.	0%	3%[76.3 µM]	.	0%
Cc1cccc(-n2cnc(C(=O)NNC(=S)Nc3ccc(Cl)cc3)c2)n1	-1%	15%	.	-146%[inhibitor]	?	-28%	1%	?
C=CCNC(=S)Nc1ccc(Cl)c(S(=O)(=O)N2CCOCC2)c1	2%	-4%	7%	25%	-4%	-12%	2%	-9%

8 neighbouring entries out of the list so far, for reference:
SMILES	GAA inh	Tau fibril FP	aGlu spleen mod	HTT ATP protect	Tau ThT inhib	GAA glycogen	GLA spleen mod	Tau fluor counter
CN(C(=O)Cn1cc(S(=O)(=O)N2CCN(c3ccccc3F)CC2)c2ccccc2c1=O)c1ccc(Cl)cc1	.	3%	.	.	-10%	13%[76.3 µM]	.	-12%
Cc1ccc(CN2CCN(Cc3c(C)nn(-c4ccc(F)cc4)c3C)CC2CCO)o1 (stereo unspecified)	-24%	-3%	-3%	-1%[10 µM]	-7%	7%	-5%	-11%
CC(=O)N1CCc2cc(S(=O)(=O)Nc3cccc(C(F)(F)F)c3)ccc21	?	11%	7%	-74%[inhibitor]	-3%	7%	13%	-23%
CN(C)c1cccc(C(=O)OC(C(=O)Nc2ccc(Cl)cc2C(F)(F)F)c2ccccc2)c1 (stereo unspecified)	?	9%	3%	42%[10 µM]	-18%	-8%	-2%	?
Cc1ccc(/C(O)=C2\C(=O)C(=O)N(Cc3cccnc3)C2c2ccccc2[N+](=O)[O-])cc1 (stereo unspecified)	0%	-3%	-5%	8%[10 µM]	-14%	1%	-4%	4%
COc1ccccc1CNc1ccc(-c2nc(-c3ccccn3)no2)cc1[N+](=O)[O-]	.	-4%	.	.	0%	3%[76.3 µM]	.	0%
Cc1cccc(-n2cnc(C(=O)NNC(=S)Nc3ccc(Cl)cc3)c2)n1	-1%	15%	.	-146%[inhibitor]	?	-28%	1%	?
C=CCNC(=S)Nc1ccc(Cl)c(S(=O)(=O)N2CCOCC2)c1	2%	-4%	7%	25%	-4%	-12%	2%	-9%
